# TTR transcr act: TTR transcription activation, primary screen. SH-SY5Y TTR promoter Gaussia luciferase, luminescence; 100% = recombinant luciferase protein wells. AID 1117267. 1.3% of 92,000 active. activation, % at 16.7 µM;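 active = activation above the mean of all tested compounds plus 3 SD, cut at about 9.5% in these data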;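 also: cells exposed to compounds for one day before reading; 0% = median of all test compound wells on the plate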
# * marks the source's active call; other numbers are inactive results. Only part of the results is shown. The share of hits here may be higher or lower than overall.
SMILES,TTR transcr act
O=C(NCCCN1CCOCC1)c1ccc2nc(Cc3ccccc3F)oc2c1,-1.4
c1ccc(CN2CCC(Nc3ncnc4sccc34)CC2)cc1,2.9
Cc1cccc(C)c1NC(=O)C(c1ccc(-c2ccccc2)cc1)n1c(=O)c(-c2cc3ccccc3[nH]2)nc2ccccc21 (stereo not drawn),0.7
COC(=O)c1cc(-c2ccc(S(=O)(=O)N3CCCC3)cc2)c(C(F)(F)F)s1,-1.5
CCCCc1c(O)nc(SCC(=O)NCC2CCCO2)[nH]c1=O (stereo not drawn),0.6
Cc1ccc(/C(O)=C2\C(=O)C(=O)N(C)C2c2ccc(F)cc2)cc1 (stereo not drawn),1.0
O=C(Nc1nnc(C2CC2)s1)C1Cc2ccccc2CN1S(=O)(=O)c1ccccc1F (stereo not drawn),-1.7
O=C(/C=C/c1ccccc1)n1cnnc1SC/C=C/c1ccccc1,-1.1
N#C[C@H]1C2OC2c2ccccc2N1C(=O)c1ccccc1 (stereo partly drawn),-0.6
N#Cc1ccc(/C=N/N=C(N)N)cc1,-0.7
CCOc1ccccc1NC(=O)c1cc(S(=O)(=O)N2CCOCC2)ccc1C,0.7
O=C(NCC1CCN(Cc2ccccc2F)CC1)Nc1cccc(Br)c1,-0.7
C=CCN(CC=C)C(=S)NC(=O)c1ccc(OC)cc1,0.1
N#Cc1cn(Cc2ccccc2)c2ccccc12,-0.3
CCOC(=O)C1CCCN(C(=O)c2cc(S(=O)(=O)N3CCCCC3)c[nH]2)C1 (stereo not drawn),3.5
CNC(=O)C[C@H]1C(=O)N(CCc2ccccc2)C[C@@H]1Cc1ccccc1,0.6
Cc1ccc2c(c1)c1ncn(Cc3ccc(F)cc3)c(=O)c1n2C,-1.5
CCN(CC(=O)Nc1ccc2c(c1)OCCO2)C(=O)/C=C/c1ccc(OC)cc1OC,-1.9
CC(=Cc1ccccc1)C(=O)c1ccccc1,0.2
O=C(/C=C/c1ccco1)c1ccc(NC(=O)C23CC4CC(CC(C4)C2)C3)cc1,4.0
O=C(CSc1nc2ccccc2o1)Nc1ccccc1N1CCCCCC1,-1.7
COc1ccc(N2CCN(C(=O)c3oc4c(c3C)C(=O)CCC4)CC2)cc1,-0.8
O=C(NC(=O)c1ccc(C(F)(F)F)cc1)Nc1ccc(-c2cnco2)cc1,-1.2
CC(C)(c1ccc(O)cc1)c1ccc(O)cc1,0.4
COC(=O)c1sc(=S)sc1C(=O)OC,0.6

# Other results:
SMILES,TTR transcr act
CN1CCN(C(c2ccccc2)c2nnnn2C(C)(C)C)CC1 (stereo not drawn),1.7
Cc1cc(NC(=O)C2Oc3ccccc3OC2C)no1 (stereo not drawn),-0.5
CCOc1ccc2nc(N3CCCC(C(=O)NCCCN4CCOCC4)C3)sc2c1 (stereo not drawn),-0.1
COc1ccc(NC(=O)c2cc(=O)[nH]c3ccccc23)cc1,0.9
CCOC(=O)CCCN1CC(O)=C(c2nc(-c3ccc(Cl)cc3)cs2)C1=N,-0.3
CC(=O)c1cccc(NC(=O)CCCOc2ccc(C)cc2)c1,0.4
O=C(CCNS(=O)(=O)c1ccccc1C(F)(F)F)N1CCCCCCC1,2.5
CC(NC(=O)c1cc2c(s1)CCCC2)C(C)(C)C (stereo not drawn),-1.4
CCCCN(C(=O)Nc1ccccc1)C1CCS(=O)(=O)C1 (stereo not drawn),0.3
CCOC(=O)C(Cc1ccccc1)NC(=O)CCc1nnc2ccc(N3CCCCC3)nn12 (stereo not drawn),-0.6
Cc1ccccc1Cn1cc(COC(=O)N2CCOCC2)nn1,0.4
CC(C)c1csc(CN2CCCC(CCC(=O)NCc3ccccc3F)C2)n1 (stereo not drawn),1.5
CCCCNC(=O)C1CCCN(S(=O)(=O)c2ccc(-n3cnnn3)cc2)C1 (stereo not drawn),-1.0
COc1ccc(-c2cc(C(=O)N3CCN(c4ncccn4)CC3)c3ccccc3n2)cc1,-1.3
CCCCOC(=O)Nc1cccc(C(=O)OCC)c1,-5.4
COc1ccc(OC)c(NC(=O)C2CCCCC2C(=O)O)c1 (stereo not drawn),0.8
COc1cccc(-c2nnc(NC(=O)c3cccc(F)c3)o2)c1,0.1
Nc1nonc1C(=O)NCCNc1ccc([N+](=O)[O-])cc1,0.1
CC(C)c1c(O)cc(-c2ccncc2)n(-c2ccc(Cl)cc2)c1=O,2.2
CCNC(=S)Nc1ccccc1-c1ccccc1,0.6
Cc1cc2cc(C(=O)N3CCc4c([nH]c5ccccc45)C3c3ccccn3)ccc2o1 (stereo not drawn),-0.6
C=CCNc1nc2c(c(=O)[nH]c(=O)n2C)n1Cc1cccc(C)c1,-0.6
O=C(CC12CC3CC(CC(Br)(C3)C1)C2)NC1=NCCS1,2.8
CCOC(=O)CN(C(=O)COc1nc(C)cc(C)c1C#N)c1ccc(Cl)cc1,5.8
COc1cccc(C(=O)NCC(=O)OCC(=O)NC2CCCCC2)c1,1.8

# New compounds follow
SMILES,TTR transcr act
O=C(NC1CCCC1)C(c1ccc(F)cc1)N(Cc1ccccc1)C(=O)c1csnn1 (stereo not drawn),-0.7
COc1ccc(S(=O)(=O)Nc2ccc3oc4ncccc4c(=O)c3c2)cc1OC,-0.2
COc1ccc(/C=N/NC(=O)c2ccc(-c3ccccc3)cc2)cc1O,-1.7
O=S(=O)(c1ccccc1Br)N1CCC(O)(c2cccnc2)CC1,-1.8
CCOc1ccc(OCC)c2sc(C)nc12,-1.4
CCOC(=O)N1CCC(N2Cc3cccc(C(=O)N4CCN(c5cccc(Cl)c5)CC4)c3C2=O)CC1,0.3
CC(C)(C)c1ccc(C(=O)NC(=S)Nc2nc3c(s2)CCCC3)cc1,3.1
COc1cc(C(=O)Nc2ccc(S(=O)(=O)Nc3nccc(C)n3)cc2)c([N+](=O)[O-])cc1OC,9.1
COc1ccc(-c2cc(C(F)(F)F)nc(SCCC(=O)N3CCN(C)CC3)n2)cc1,2.6
CCC(=O)Nc1ccc(C(=O)CSc2nc3ccccc3[nH]2)cc1,1.3
CN(C(=O)COc1ccccc1)c1nc(-c2ccc(F)cc2)cs1,-0.5
Cc1occc1C(=O)N/N=C/c1cccs1,-1.8
Cc1ccc(N2C(=O)N(CC(=O)Nc3cc(Cl)ccc3C)C(=O)C2C)cc1 (stereo not drawn),-0.6
Cc1cccc(N=C2NC(=O)/C(=C/C=C/c3ccco3)S2)c1,0.8
CCCNC(=O)CN(c1ccc(F)cc1)S(=O)(=O)c1ccc2c(c1)OCCO2,-0.1
Cn1c(SCC(=O)Nc2nc3ccccc3s2)nnc1-c1ccccc1,1.3
CC(=O)Nc1ccc(S(=O)(=O)NNC2=NS(=O)(=O)c3ccccc32)cc1,0.9
CC1(C(=O)Nc2cccc3cccnc23)CCN1C(=O)CC1CC1 (stereo not drawn),0.1
C=CCn1cnc2c(nnn2-c2cc(C)cc(C)c2)c1=O,2.2
COc1ccc(C(=O)N[C@H]2CC[C@@]34CCCN3C(=O)CCC[C@H]4[C@H]2C)cc1,0.3
CCN(CC)C(=O)c1ccc(N)cc1,2.5
Cc1c(O)ccc2c(CN3CCN(C/C=C/c4ccccc4)CC3)cc(=O)oc12,-3.2
COc1ccc2cc(OC)c(C(=O)N3CCOCC3)cc2c1,1.4
COc1ccc(/C=C/c2nc(-c3ccccc3O)n[nH]2)cc1OC,-3.8
Cc1ccc(S(=O)(=O)N(C)c2ccc(C(=O)NCCc3ccccc3)cc2)cc1,1.2

# The final two records of the part above are carried over, then new ones follow.
SMILES,TTR transcr act
COc1ccc(/C=C/c2nc(-c3ccccc3O)n[nH]2)cc1OC,-3.8
Cc1ccc(S(=O)(=O)N(C)c2ccc(C(=O)NCCc3ccccc3)cc2)cc1,1.2
COc1cccc(CNC(=O)CCC2CCCN(C(=O)c3cccnc3SC)C2)c1 (stereo not drawn),3.3
O=C(Nc1ccc(S(=O)(=O)Nc2ccc(F)cc2)cc1)c1ccc(CN2CCOCC2)cc1,-5.1
C/C(=N/NC(=O)c1ccccc1)C1=C(O)CC(C)(C)CC1=O,4.2
CC(=O)Nc1sc(C)c(C)c1C(=O)OCC(=O)N(Cc1ccccc1)C(C)C,4.7
Cc1ccc(CC(=O)CCc2ccccc2)cc1,1.1
COCCCNC(=O)CC(NS(=O)(=O)c1ccc(Cl)cc1)c1ccco1 (stereo not drawn),-0.9
O=C(OCC(=O)N1CCN(c2ccccc2)CC1)c1cnc(Cl)c(Cl)c1,-2.0
Oc1ccccc1C1NN=C(c2ccccc2)S1 (stereo not drawn),-0.9
CC(C)c1ccc(N(C(=O)c2csnn2)C(C(=O)NC2CCCC2)c2cccnc2)cc1 (stereo not drawn),-1.1
COc1ccc(CC(=O)NC2CCCCN(Cc3ccc(Cl)cc3)C2=O)cc1OC (stereo not drawn),-0.2
CC(=O)Nc1ccc(Nc2nc(C)c([N+](=O)[O-])c(N(C)c3ccccc3)n2)cc1,-1.4
COc1ccc(-c2noc(CCC(=O)N3CCN(Cc4ccccc4)CC3)n2)cc1,3.3
O=C(NNC1CCN(Cc2ccccc2)CC1)c1ccccc1,-0.9
Cc1ccc(C(=O)NC(C)C(c2cccs2)N2CCCC2)s1 (stereo not drawn),0.3
Cc1c(Cl)cccc1S(=O)(=O)N1CCC(C(=O)NNC(=O)C2CC2)CC1,2.5
COc1ccc(C(C(=O)NC(C)(C)C)N(C(=O)CNC(=O)c2cccs2)c2cccnc2)cc1OC (stereo not drawn),3.6
CC(=O)NCCc1nc2ccccc2[nH]1,0.1
CCCn1nc(C(=O)NNC(=O)c2cccc(S(=O)(=O)NC(C)C)c2)c2ccccc2c1=O,0.3
COc1ccc(CNCCC(c2ccc(OC(C)C)cc2)C(C)C)cc1OC (stereo not drawn),-1.4
N#Cc1ccc(N2Cc3ccccc3C2=NC(=O)c2cccnc2Cl)cc1,-0.1
C=CCc1cccc2cc(C(=O)Nc3ccc(NC(C)=O)cc3)c(=O)oc12,-0.6
Cc1nc2ccc(NC(=O)c3ccco3)cc2s1,0.0
O=C(NC(=S)Nn1cnnc1)c1ccccc1Cl,-1.1
O=C(NCc1cccnc1)c1ccc(COc2ccccc2Cl)cc1,1.1
COC(CNC(=O)C(=O)Nc1ccc2c(c1)N(S(=O)(=O)c1cccs1)CCC2)OC,-0.1

# (continued)
SMILES,TTR transcr act
CCn1c(SCC(=O)Nc2cc(C)ccc2C)nc2c(c1=O)SC(C)C2 (stereo not drawn),0.0
CN(C)c1ccc(/C=N/NC(=O)c2cccc(C(=O)N/N=C/c3ccc(N(C)C)cc3)n2)cc1,-2.1
COC(=O)c1sc2nc3c(cc2c1N)CCCC3,2.7
CC(=O)N(C)C[C@H]1Oc2ncc(Br)cc2C(=O)N([C@H](C)CO)C[C@@H]1C,3.6
Oc1ccccc1C1=Nc2ccccc2N=C(c2ccco2)C1,-1.2
C=CCN1C(=O)[C@H](CC(=O)N2CCSCC2)[C@@]2(C(=O)OCC)CCCC=C12,0.0
Cc1cc2c(cc(C(=O)OC(C(=O)NCc3ccco3)C(C)C)n2C)o1 (stereo not drawn),-0.3
CC(CCc1ccccn1)C(=O)c1ccccc1 (stereo not drawn),4.2
O=C(NCCO)N1c2ccccc2Sc2ccccc21,-1.4
Cc1ccc(NC(=S)NCc2ccc3c(c2)cc(C)n3C)c(C)c1,-2.1
COC(=O)c1nn(-c2ccc(OC)cc2)c(=O)cc1NN,-0.9
CCc1ccc2c(F)cccc2n1,1.9
O=C(N/N=C/c1cc(Cl)cc([N+](=O)[O-])c1O)NC12CC3CC(CC(C3)C1)C2,3.5
CN(C)c1ccc(Cc2cc3c(O)ccc(O)c3cc(Cc3ccc(N(C)C)cc3)c2=O)cc1,-1.0
CN1CCC(N(C)C(=O)c2cc(=O)c3ccccc3o2)CC1,-0.1
CCC(=O)Nc1nc(-c2ccccc2)nc(SC)c1C(C)=O,2.8
COc1ccc(C2Nc3ccccc3C(=O)N2Cc2ccncc2)cc1COc1ccc(NC(C)=O)cc1 (stereo not drawn),-1.6
CC1CCc2c(nc3ncnn3c2N2CC(C)OC(C)C2)C1 (stereo not drawn),-1.6
CC1(C)CC(=O)C(C=Nc2ccccc2)=C(O)C1,1.7
COc1ccc(S(=O)(=O)N2CCCCC2)cc1NC(=O)CCNC(=O)c1ccc(Br)cc1,-1.7
Cc1ccc(-c2cnc(NCc3cc4c(cc3[N+](=O)[O-])OCO4)n2C)cc1C,-0.8
Cc1cccc(OCCn2c(CCCO)nc3ccccc32)c1,2.1
COc1ccc(C(=O)N(CCc2ccccc2)Cc2ccccc2)cc1S(=O)(=O)N1CCOCC1,-0.5
NC(=O)C1(Nc2ccc(C(=O)O)cc2)CCCC1,4.2
CCN1CCN(CCc2nc3cc(NC(=O)COc4ccc(Cl)cc4)ccc3n2C)CC1,-0.7
COc1ccc(S(=O)(=O)Oc2ccc(C(=S)N3CCOCC3)cc2OC)cc1,-1.3
CCC1=NN(C(=O)c2ccc(Cl)cc2)C(O)(c2ccccc2)C1 (stereo not drawn),2.3

# Among those listed so far, these have an aryl thioether with sulfur outside any ring:
SMILES,TTR transcr act
CCCCc1c(O)nc(SCC(=O)NCC2CCCO2)[nH]c1=O (stereo not drawn),0.6
O=C(/C=C/c1ccccc1)n1cnnc1SC/C=C/c1ccccc1,-1.1
O=C(CSc1nc2ccccc2o1)Nc1ccccc1N1CCCCCC1,-1.7
COc1ccc(-c2cc(C(F)(F)F)nc(SCCC(=O)N3CCN(C)CC3)n2)cc1,2.6
CCC(=O)Nc1ccc(C(=O)CSc2nc3ccccc3[nH]2)cc1,1.3
Cn1c(SCC(=O)Nc2nc3ccccc3s2)nnc1-c1ccccc1,1.3
COc1cccc(CNC(=O)CCC2CCCN(C(=O)c3cccnc3SC)C2)c1 (stereo not drawn),3.3
CCn1c(SCC(=O)Nc2cc(C)ccc2C)nc2c(c1=O)SC(C)C2 (stereo not drawn),0.0
CCC(=O)Nc1nc(-c2ccccc2)nc(SC)c1C(C)=O,2.8
